PAD4 inh: blocks human protein arginine deiminase 4; inhibition, % at 6.36 µM; recombinant PAD4, RCA probe fluorescence polarization; hit rate 0.41% among 330,000; AID 485272; Q9UM07;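 active means percent inhibition above a cutoff equal to the mean of all tested compounds plus 3 SD, cut at about 15% in these data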;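 further: 0% = PAD4 with RCA probe and DMSO and 100% = probe without PAD4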
PAFAH2 inh: PAFAH2 (human) inhibition | Q99487 | recombinant PAFAH2, FP-rhodamine activity probe, fluorescence polarization | inhibition, % at 3.39 µM | hit rate 0.99% among 340,000;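 active means inhibition above the mean over all tested compounds plus 3 SD, cut at about 30% in these data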;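 further: inhibitors block probe labeling of enzyme so polarization drops; 0% = enzyme with DMSO and 100% = wells lacking PAFAH2 protein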
LYPLA1 counter: counter-screen for PME1 inhibitors: inhibitors of human LYPLA1; inhibition, % at 5.9 µM; recombinant LYPLA1, FP-Rh probe fluorescence polarization; hit rate 0.16% among 320,000; O75608; AID 2174;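 active means inhibition above the mean of all tested compounds plus 3 SD, set per campaign, cut at about 14% in these data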;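 further: inhibitors block serine hydrolase probe labeling of LYPLA1 so polarization falls; 0% = enzyme with DMSO and 100% = wells lacking LYPLA1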
PREPL inh: inhibitors of human prolyl oligopeptidase-like enzyme PREPL; Q4J6C6; recombinant PREPL, fluorescence polarization activity-based probe; inhibition, % at 5.96 µM; hit rate 0.68% among 320,000; in the data active means inhibition above about 43%;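 further: 0% = enzyme with DMSO and 100% = wells lacking enzyme; many of its hits are not listed in these tables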
Target sequence (Q4J6C6 whole entry, looked up): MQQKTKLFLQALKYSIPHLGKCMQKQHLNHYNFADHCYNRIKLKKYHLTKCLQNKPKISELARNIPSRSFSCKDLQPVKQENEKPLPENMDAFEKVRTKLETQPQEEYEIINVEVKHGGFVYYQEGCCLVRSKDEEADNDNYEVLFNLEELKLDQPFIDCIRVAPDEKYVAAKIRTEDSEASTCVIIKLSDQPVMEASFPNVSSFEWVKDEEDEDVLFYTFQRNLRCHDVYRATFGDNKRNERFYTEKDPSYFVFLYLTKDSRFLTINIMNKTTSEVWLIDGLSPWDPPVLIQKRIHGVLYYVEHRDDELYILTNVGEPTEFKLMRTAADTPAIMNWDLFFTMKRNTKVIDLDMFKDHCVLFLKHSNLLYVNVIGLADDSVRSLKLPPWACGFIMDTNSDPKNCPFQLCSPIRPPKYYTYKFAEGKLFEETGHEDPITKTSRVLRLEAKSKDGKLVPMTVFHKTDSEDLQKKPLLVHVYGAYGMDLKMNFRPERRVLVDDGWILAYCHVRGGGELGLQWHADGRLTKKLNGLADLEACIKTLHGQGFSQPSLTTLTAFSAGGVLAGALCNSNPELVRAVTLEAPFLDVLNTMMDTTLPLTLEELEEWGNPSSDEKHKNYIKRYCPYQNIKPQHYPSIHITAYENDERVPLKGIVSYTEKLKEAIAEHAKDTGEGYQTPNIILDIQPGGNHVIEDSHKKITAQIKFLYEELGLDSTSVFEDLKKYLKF
ZTA DNA inh: blocks Epstein-Barr virus ZTA, an EBNA-1 counter-screen; ZTA-DNA binding, fluorescence polarization; inhibition, % at 11 µM; hit rate 0.15% among 320,000; in the data active means inhibition above about 33%
EBNA-1 inh: blocks EBNA-1 binding to DNA; inhibition, % at 14.8 µM; hit rate 0.34% among 300,000; AID 1950; EBNA-1 DNA binding, fluorescence polarization; in the data active means inhibition above about 28%
GSTO1 inh: blocks human GSTO1 in RBBP9 counter-screen; hit rate 1.1% among 300,000; AID 1974; recombinant GSTO1, activity-based probe fluorescence polarization; inhibition, % at 5.96 µM;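 active means inhibition above the campaign mean inhibition plus 3 SD, cut at about 35% in these data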;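 further: 0% = GSTO1-1 with DMSO and 100% = wells lacking GSTO1-1 enzyme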
PAFAH1B3 inh: blocks human PAF acetylhydrolase 1B catalytic subunit 3. Q15102. recombinant PAFAH1B3, FP-rhodamine probe, fluorescence polarization. inhibition, % at 3.39 µM. hit rate 0.28% among 340,000. AID 492972;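 active means inhibition above the screen-wide average of all tested compounds plus 3 SD, cut at about 25% in these data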;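 further: 0% = enzyme with DMSO only and 100% = wells lacking PAFAH1B3 protein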
LYPLA2 counter: LYPLA2 (human) inhibition in PME1 counter-screen. O95372. recombinant LYPLA2, FP-Rh probe fluorescence polarization. inhibition, % at 5.9 µM. hit rate 0.38% among 320,000. AID 2177;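 active means inhibition above the screen-wide mean plus 3 SD, limit set per campaign, cut at about 26% in these data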;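 further: 0% = LYPLA2 with DMSO and 100% = wells lacking LYPLA2 enzyme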
Target sequence (O95372 whole entry, looked up): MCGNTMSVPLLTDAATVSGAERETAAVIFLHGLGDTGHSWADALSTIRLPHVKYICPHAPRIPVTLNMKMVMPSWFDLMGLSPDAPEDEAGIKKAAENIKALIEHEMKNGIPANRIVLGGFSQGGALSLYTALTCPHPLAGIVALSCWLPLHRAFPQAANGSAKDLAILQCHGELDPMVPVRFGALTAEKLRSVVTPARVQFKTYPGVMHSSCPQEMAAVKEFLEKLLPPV
Active calls of the source: *; / = no result given. An excerpt; the hit share may differ from the screen's.

SMILES	PAD4 inh	PAFAH2 inh	LYPLA1 counter	PREPL inh	ZTA DNA inh	EBNA-1 inh	GSTO1 inh	PAFAH1B3 inh	LYPLA2 counter
CN1CCN(c2nc3c(c(=O)[nH]c(=O)n3C)n2CCSc2nc3ccccc3s2)CC1	-2	2	3	21	9	-18	-3	1	1
C[C@H](C[C@H](O)[C@H]1OC1(C)C)C1=C2C[C@H](O)C3[C@@]4(C)CCC(=O)C(C)(C)C4CC[C@]3(C)[C@@]2(C)CC1 (stereo partly drawn)	3	-1	/	7	/	/	/	-3	/
CCOc1cc(N2CCOCC2)c(OCC)cc1NC(=O)COC(=O)c1ccc([N+](=O)[O-])o1	-9	4	/	0	/	/	/	9	/
Cn1c(=O)[nH]c(NC2CCCCC2)c(N=O)c1=O	-2	-4	-5	-4	-9	-7	11	2	0
Cc1ccccc1CC(=O)NCc1cccnc1	-8	-1	-6	6	-2	-4	-8	9	-1
CCC(C(=O)NCC1CCCO1)N(Cc1ccc(F)cc1)C(=O)CNS(=O)(=O)c1ccccc1 (stereo not drawn)	2	-3	0	-6	-4	7	0	-6	2
CCCCn1c(N)c(N(CCOC)C(=O)C2CCN(C(=O)c3ccc(F)cc3)CC2)c(=O)[nH]c1=O	1	4	0	-2	-1	-4	5	3	-1
CCOC(=O)c1c(NC(=O)c2ccc(Br)o2)sc(C)c1CC	-3	-2	-4	4	15	-2	-4	-2	-4
CCn1cc(C(=O)NCCC(=O)OC)c(=O)c2cc3c(cc21)OCO3	0	13	0	-3	10	9	0	3	2
CCOC(=O)C1=C(COC(=O)C2(C)CC2(Cl)Cl)NC(=O)NC1c1ccc(OC)cc1 (stereo not drawn)	-2	-1	1	10	2	-3	1	0	-1
Nc1c(S(=O)(=O)c2cc(Cl)ccc2Cl)c2nc3ccccc3nc2n1CCN1CCOCC1	-9	5	-7	15	0	-6	3	7	-7
O=C(Nc1cc(S(=O)(=O)N2CCOCC2)ccc1N1CCOCC1)c1ccccc1[N+](=O)[O-]	3	-5	/	7	/	/	/	7	/
COc1cccc(C(=O)NCCS(=O)(=O)N2CCCC2)c1	3	7	0	-8	-9	3	6	11	4
CCN(CC)S(=O)(=O)c1cc(C(=O)O)c(Cl)cc1Cl	-1	-2	0	3	0	-11	2	4	-7
O=C(NC1CCCCC1)C(c1ccc(F)cc1)N(C(=O)c1csnn1)C1CCCC1 (stereo not drawn)	3	-5	3	-1	6	-3	1	4	4
CS(=O)(=O)c1ccccc1C(=O)Nc1cc2c(cc1C(=O)O)OCCCO2	3	-8	1	10	0	4	-3	6	6
Cc1ccc(CN2CCC(n3nccc3NC(=O)CCCc3ccccc3)CC2)o1	-5	0	2	19	13	8	-4	5	-1
O=C(NCCCO)NC12CC3CC(CC(C3)C1)C2	-3	3	-1	8	3	0	11	6	1
Cc1ccc(S(=O)(=O)N2CCN(C(=O)c3ccc4ccccc4n3)CC2)c(C)c1	-5	-3	-5	5	18	/	/	1	2
Cc1cccc(CNC(=O)c2cc(S(=O)(=O)N3CCOCC3)cn2C)c1	-1	5	-5	-1	14	7	0	5	-8
CC(=O)c1c(C)nn(CC(O)Cn2c3c(c4cc(C)ccc42)CCCC3=O)c1C (stereo not drawn)	-2	4	1	26	15	-9	7	4	1
Cc1ccc(CNC(=O)COC(=O)C2CCN(S(=O)(=O)c3cccs3)CC2)cc1	0	6	0	2	-2	-2	1	-3	7
O=C(c1ccccc1)N1CN2CN(C(=O)c3ccccc3)CC([N+](=O)[O-])(C2)C1	3	-1	-1	5	1	-1	4	2	-6
COc1ccc(C(C(=O)NC2CCCCC2)N(C(=O)CCl)c2ccc(C)cc2)cc1 (stereo not drawn)	3	1	3	6	-15	7	89*	-5	6
O=C(COC(=O)/C=C/c1ccc(OC(F)F)cc1)NCc1cccs1	-4	46*	-4	1	12	3	7	5	-4
COC(=O)Cc1nnc(Nc2cccc(C)c2)c2ccccc12	-2	5	1	2	5	-6	4	0	7
Cn1c(=O)[nH]c2nc[nH]c2c1=O	-3	-1	0	8	-3	4	0	1	0
CCC1(C(=O)c2ccccc2)C(c2cccc([N+](=O)[O-])c2)C1(C(=O)OC)C(=O)OC (stereo not drawn)	0	-3	0	7	-13	5	0	3	0
Cc1cc2cc(CNC(=S)NC3CCCCC3)ccc2n1C	-6	1	1	9	-13	-2	2	7	-3
COC(c1ccccc1)c1nnc(CCC(=O)N(C)C(C2CC2)C2CC2)o1 (stereo not drawn)	-3	1	-1	-9	11	-9	2	8	-1
O=C(CN1CCC(NC(=O)C2CCCCC2)CC1)NCc1ccco1	-3	-3	3	8	5	-7	4	7	2
O=C(/C=C/c1ccc([N+](=O)[O-])cc1)NCCSCc1ccco1	2	10	0	-4	-16	-2	-2	-15	0
Cc1ccc(C2(C(F)(F)F)NC(=O)N3C(=C2C#N)Nc2ccccc23)cc1 (stereo not drawn)	1	-5	-7	-5	11	9	-4	1	-16
COc1ccc(CNn2c(-c3cccs3)nc3ccccc3c2=O)cc1OC	-9	8	-7	13	5	-9	-10	4	-1
CCCNC(=O)CN1C(=O)NC(CCSC)C1=O (stereo not drawn)	-4	-2	0	-11	2	0	1	1	0
Cc1ccc(Nc2n[nH]c(C)c2[N+](=O)[O-])cc1	-1	1	1	-39	-2	-10	-2	7	0
Cn1c(=O)c(Nc2ccc(Cl)cc2)c2c3c(cccc31)C(=O)c1ccccc1-2	33*	/	20*	21	3	-5	19	/	33*
CC(C)CNC(=O)CSc1ccc(S(=O)(=O)N2CCN(C)CC2)cn1	2	1	-2	-1	-15	/	/	1	0
COc1cc(C(=S)N2CCOCC2)cc(OC)c1OC(=O)c1cc([N+](=O)[O-])cc([N+](=O)[O-])c1	2	7	3	0	3	3	4	3	3
CC12CC(c3ccccc3O1)N(C(=O)c1ccco1)C(=S)N2c1ccccc1 (stereo not drawn)	-10	9	1	7	-19	-13	-1	6	11
COc1ccc(C2=NC(C)(C)Cc3cc(OC)c(OC)cc32)cc1OC	1	-6	2	4	21	14	-3	4	0
CS(=O)(=O)c1cccc(NC(=O)C2CCCN2S(=O)(=O)c2ccc(F)cc2)c1 (stereo not drawn)	0	-7	3	0	-2	-2	-2	2	-2
Cc1noc(COc2ccccc2OCC(N)=O)n1	-2	/	-2	-7	10	-1	2	/	5
COc1ccc(CCNC2=NCC(C)S2)cc1 (stereo not drawn)	-2	11	3	-2	-8	9	2	3	1
COc1cc(CC(=O)N2CCC(n3nccc3NC(=O)C3CC3)CC2)cc(OC)c1OC	0	5	3	7	4	-2	4	3	5
Cc1ccc(C2(C)NC(=O)N(CC(=O)N(c3ccccc3)C3CCS(=O)(=O)C3)C2=O)cc1 (stereo not drawn)	1	9	/	51*	/	/	/	7	/
CCn1c(=O)c(=O)[nH]c2cc(C(=O)NCC3CCCCC3)ccc21	-46	-10	-15	-19	-6	-4	10	-6	-22
CC1(NC(=O)NCc2ccco2)CCS(=O)(=O)C1 (stereo not drawn)	3	3	-1	-6	0	6	1	9	2
COc1ccc(C(=O)Nc2cccc(C(=O)NCc3ccccc3)c2)cc1	-4	4	0	-14	4	-2	-4	0	0
CNS(=O)(=O)c1ccc(C(=O)NCC(=O)NCC2COc3ccccc3O2)cc1 (stereo not drawn)	-1	3	-1	14	-5	/	/	-2	-3

Part of the list above, with bars between the fields:
compound | PAD4 inh | PAFAH2 inh | LYPLA1 counter | PREPL inh | ZTA DNA inh | EBNA-1 inh | GSTO1 inh | PAFAH1B3 inh | LYPLA2 counter
Cc1ccc(C2(C)NC(=O)N(CC(=O)N(c3ccccc3)C3CCS(=O)(=O)C3)C2=O)cc1 (stereo not drawn) | 1 | 9 | / | 51* | / | / | / | 7 | /
CCn1c(=O)c(=O)[nH]c2cc(C(=O)NCC3CCCCC3)ccc21 | -46 | -10 | -15 | -19 | -6 | -4 | 10 | -6 | -22

(list continues)
SMILES	PAD4 inh	PAFAH2 inh	LYPLA1 counter	PREPL inh	ZTA DNA inh	EBNA-1 inh	GSTO1 inh	PAFAH1B3 inh	LYPLA2 counter
O=C(NN1C(=O)c2ccccc2NC1c1ccc([N+](=O)[O-])o1)c1ccc([N+](=O)[O-])cc1 (stereo not drawn)	-6	5	-2	2	-6	3	20	2	4
CC(C1CC2CCC1C2)N1CC(O)=C(c2nc3ccccc3[nH]2)C1=N (stereo not drawn)	1	2	3	23	-7	-6	1	-2	3
CCCCc1nc2cc(C(=O)N3CCC[C@H]3CO)ccc2o1	-1	-5	0	2	-7	-6	6	7	-1
CC(=O)Nc1cccc2c1C(=O)N(c1ccc(C)cc1)C2=O	2	10	3	-9	-1	-6	1	-3	0
CCOc1ccc(NC(=O)c2sc(N3CCOCC3)nc2-c2ccccc2)cc1	3	2	-3	0	17	19	1	4	0
Cc1ccc(C(=O)NCc2nc3ccccc3[nH]2)o1	-1	1	2	2	5	2	-1	0	4
O=C(Nc1n[nH]c(=S)s1)c1ccco1	0	2	-1	0	8	4	2	2	1
COc1ccc(CCNC(=O)CC(=O)N/N=C/c2ccc(Br)cc2)cc1OC	-2	4	2	2	16	-9	-6	7	4
O=C(NC(=S)N1CCCC1)c1ccc(Cl)cc1	-4	1	-2	0	5	-3	3	7	1
COc1ccc(CCNCc2ccc(OCc3ccccc3)cc2)cc1	-7	-1	1	-37	0	0	0	4	32*
CC1=CC(C)(C)Nc2ccc(OC(=O)CCN3C(=O)c4ccccc4C3=O)cc21	0	1	0	79*	3	-2	6	0	4
CCOc1ccc(N2CC(C(=O)NCc3ccccn3)CC2=O)cc1 (stereo not drawn)	1	-21	-1	-2	3	9	-10	10	-1
COc1ccc(NC(=O)c2sc(SCc3ccccc3)nc2N)cc1	0	-11	-1	29	-24	-1	2	0	13
Cc1cc(C(C)(C)C)oc1C(=O)OCC(=O)NC1CCCCC1	-1	9	-2	5	9	1	7	-3	-3
Clc1cccc(OCCn2cncn2)c1Cl	-3	-5	5	-18	-8	-1	1	9	3
CCC1CCCCN1C(=O)CSc1n[nH]c(N)n1 (stereo not drawn)	0	-6	/	13	/	/	/	14	/
O=C(CN1C(=O)NC2(CCCCC2)C1=O)Nc1ccc(S(=O)(=O)N2CCOCC2)cc1	0	-4	-1	8	12	5	1	2	-1
CCOC(=O)c1[nH]c2ccc(OC)cc2c1NC(=O)c1ccc2c(c1)OCO2	1	4	0	-3	4	-20	3	1	-2
O=C(CCC(=O)OCc1cccc([N+](=O)[O-])c1)Nc1ccc(F)cc1	0	-10	-2	4	-18	2	3	-1	-4
c1cncc(-c2nc3ccccc3o2)c1	-1	-1	1	12	0	5	1	-2	2
COc1ccc(C(F)(F)F)cc1N/C=C/c1nnnn1-c1ccc2ccccc2c1	-1	5	-1	-4	-16	-1	13	-9	-1
CCOc1ccc(NC(=S)N(CCc2c(C)[nH]c3ccccc23)Cc2cccnc2)cc1	1	1	-4	21	4	0	1	4	1
COc1ccc(CN(C)CC(=O)Nc2ccc(N3CCOCC3)cc2)cc1OC	-3	1	0	9	-10	14	1	0	6
CCOC(=O)c1c(NC(=O)Cn2c(=O)oc3ccccc32)oc(C)c1C(C)=O	-6	-2	1	-4	-8	-3	3	-3	-4
Oc1ccc2oc3c(c2c1/C=N/n1cnnc1)CCCC3	-9	-9	-4	5	14	-17	-6	10	4
CC1(C)CC(=O)C2=C(C1)N(c1cccc(O)c1)C1=C(C2)C(=O)CC(C)(C)C1	-4	4	2	4	-5	0	17	2	4
O=C(NC1CC(=O)N(c2ccccc2)C1)N1CCN(C(=O)c2ccco2)CC1 (stereo not drawn)	2	3	3	11	-32	-2	6	-2	10

Compound activity from PubChem BioAssay.
